# Compound activity deposited in PubChem by several laboratories.
# GPR35 arrestin U2OS – GPR35 antagonists blocking zaprinast-driven arrestin recruitment, primary screen, imaging, U2OS, beta-arrestin-GFP, zaprinast agonist (AID 2058); one-dose inhibition, % at 10 µM; IC50 in µM for titrated hits; actives 0.052% (n = 290,000); U2OS GPR35 beta-arrestin-GFP translocation imaging, zaprinast antagonism; higher % means a stronger effect; G-protein coupled receptor 35 (Homo sapiens);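 active means inhibition of at least 50% with at least 30 cells and total cytoplasm GFP at most 10,000,000; inconclusive means under 30 cells or total GFP of 10,000,000 plus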
# AID2073 – inhibitors of Mint1-CaV2.2 protein interaction, biochemical, HTRF (AID 2073); Voltage-dependent N-type calcium channel subunit alpha-1B (Homo sapiens); inhibition, % at 20 µM, or IC50 in µM where a hit was titrated; HTRF protein-protein interaction, Mint1-CaV2.2; higher % means a stronger effect; actives 0.19% (n = 290,000); in the data active means inhibition mostly above about 51%, no sharp cut-off; inconclusive means no clear call, values can overlap the other calls; inactive means mostly below about 53%; further: some results filed as inactive read as strong as hits
# NS5 inhibitors – Dengue-2 NS5 methyltransferase inhibitors, primary screen, biochemical, confirmation dose response (AID 588689). actives 0.3% (n = 340,000). Genome polyprotein (Dengue virus type 2 (strain 16681-PDK53)). inhibition, % at 25 µM; hits with a dose series show IC50 in µM. Dengue-2 NS5 methyltransferase capping enzyme assay, biochemical; higher % means a stronger effect; in the data active means a potency from the dose series; inconclusive means inhibition above about 29% without an active follow-up result
# GPR55 antagonists – GPR55 antagonists blocking LPI-driven arrestin recruitment, primary screen, imaging, U2OS, beta-arrestin-GFP, LPI agonist (AID 2013); U2OS GPR55 beta-arrestin-GFP translocation imaging, LPI antagonism; higher % means a stronger effect; inhibition, % at 10 µM, or IC50 in µM where a hit was titrated; actives 0.13% (n = 290,000);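 active means spots per cell inhibited over 60%, with over 100 cells counted and total cytoplasm intensity under 500,000; inconclusive means wells with under 100 cells, flagged as likely toxic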;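 further: U2OS cells stably carrying GPR55 and arrestin-GFP stimulated by 5 µM LPI near EC80; imaged beta-arrestin-GFP aggregate spots per cell after agonist stimulation; plate controls were LPI-stimulated DMSO wells for no effect and DMSO wells without LPI for full effect; some results filed as inactive read as strong as hits; confirmed hits need IC50 under 10 µM and bright autofluorescent wells are also inconclusive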
# GPR55 activation – GPR55 agonists via beta-arrestin recruitment, primary screen, imaging, U2OS cells, beta-arrestin-GFP redistribution (AID 1961); actives 0.048% (n = 290,000); U2OS GPR55 beta-arrestin-GFP redistribution imaging; higher % means a stronger effect; G-protein coupled receptor 55 (Homo sapiens); activation, % at 10 µM, or EC50 in µM where a hit was titrated;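 active means activation above 40% with more than 50 cells counted in the well; inconclusive means wells holding fewer than 50 cells, flagged as toxic or sparse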;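 further: U2OS osteosarcoma cells stably expressing GPR55 and beta-arrestin-GFP; plate controls were DMSO negative control for no effect and LPI positive control for full effect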
# HIV peptide binding – inhibitors of HIV fusion peptide binding, primary screen, biochemical, uHTS, fluorescence dequenching (AID 1986) | cell-free peptide binding, fluorescence dequenching, 30 min; higher % means a stronger effect | inhibition, % at 20 µM; hits with a dose series show IC50 in µM | actives 0.3% (n = 290,000); in the data active means inhibition mostly above about 52%, no sharp cut-off; inactive means mostly below about 76%; further: some results filed as inactive read as strong as hits
# Siah-1 displacement – Siah-1 peptide-binding antagonists, primary screen, biochemical, fluorescence polarization, rhodamine-plectin, uHTS (AID 1817) | Siah-1 / rhodamine-plectin peptide fluorescence polarization; higher % means a stronger effect | actives 0.02% (n = 290,000) | one-dose displacement, % at 20 µM; IC50 in µM for titrated hits | E3 ubiquitin-protein ligase SIAH1 (Homo sapiens);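 active means displacement of at least 50% at 20 µM, with a fluorescence ratio check between 0.3 and a set limit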;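 further: plate controls were Siah plus tracer with DMSO for no effect and tracer alone without Siah for full effect; strong numbers were not always called active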
# NTR1 agonist – agonists of NTR1, primary screen, imaging, U2OS cells, beta-arrestin-GFP, high content (AID 493036). Neurotensin receptor type 1 (Homo sapiens), P30989. NTR1-U2OS beta-arrestin-GFP spot imaging, agonist mode. activation, % at 20 µM. actives 0.17% (n = 330,000);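 active means activation at or above 40% of the spot to cytoplasm intensity ratio, with at least 20 cells analyzed; inconclusive means wells under 20 cells, flagged as cytotoxic or low count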;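 further: 0% = DMSO without peptide and 100% = 100 nM NTR1 peptide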
# Target sequence (P30989 whole entry, looked up): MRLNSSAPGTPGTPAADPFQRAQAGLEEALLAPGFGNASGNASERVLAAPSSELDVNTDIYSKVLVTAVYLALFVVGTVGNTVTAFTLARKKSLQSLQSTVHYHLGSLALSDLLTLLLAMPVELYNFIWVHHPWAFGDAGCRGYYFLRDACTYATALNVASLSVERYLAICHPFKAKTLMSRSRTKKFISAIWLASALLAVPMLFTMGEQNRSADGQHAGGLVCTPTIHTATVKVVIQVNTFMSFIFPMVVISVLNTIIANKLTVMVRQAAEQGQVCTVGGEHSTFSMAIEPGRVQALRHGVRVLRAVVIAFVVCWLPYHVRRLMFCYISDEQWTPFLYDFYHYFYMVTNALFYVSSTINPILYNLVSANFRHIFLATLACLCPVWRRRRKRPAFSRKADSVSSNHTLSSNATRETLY
# UTI89 phage lysis – inhibition of K1F phage lysis, E. coli UTI89, bacterial capsule biogenesis inhibitors, alamar blue (AID 488966); E. coli UTI89 K1F phage lysis, alamar blue, 2 h; higher % means a stronger effect; inhibition, % at 100 µM; hits with a dose series show IC50 in µM; actives 0.02% (n = 340,000);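 active means phage lysis inhibition, versus mean bacterial control, above a set limit; inconclusive means no clear call, values can overlap the other calls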;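 further: capsule biogenesis inhibitors block K1F phage lysis so surviving cells raise fluorescence; higher fluorescence means more inhibition of phage lysis; actives were called in the ten point dose series up to 300 µM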
# NTR1 agonist cell count 20 µM – recorded beside NTR1 agonist, whose call it bears; cell count; measured here: cell count, cytotoxicity flag
# NS5 inhibitors pilot replicate – also measured in NS5 inhibitors; calls as there; inhibition, %; measured here: pilot screen replicate inhibition
# * = called active by the depositor; u = inconclusive; x = not tested or not shown; [ ] = remark or other dose.
SMILES,GPR35 arrestin U2OS,AID2073,NS5 inhibitors,GPR55 antagonists,GPR55 activation,HIV peptide binding,Siah-1 displacement,NTR1 agonist,NTR1 agonist cell count 20 µM,UTI89 phage lysis,others
CNS(=O)(=O)c1ccc(CCC(=O)N2CCN(c3ccccc3OC)CC2)cc1,-11.8%,10.6%,-9.3%,x,0.0%,-0.6%,-5.7%,-0.3,46,0.8%,
Cc1nn2c(c1-c1ccccc1)N=C(c1ccco1)CC2c1ccccc1 (stereo unspecified),3.8%,6.4%,5.7%,-0.9%,-0.2%,35.0%,-3.7%,0.0,69,1.0%,
O=C(Cn1c(=O)c2ccccc2n(CC(=O)N2CCCCC2)c1=O)N1CCCCC1,1.8%,4.8%,-9.5%,-5.3%,-0.3%,-2.4%,-1.1%,-0.9,63,0.0%,
CCCN1C(=O)/C(=C/c2c(NCCCOC(C)C)nc3c(C)cccn3c2=O)SC1=S,30.8%,4.1%,2.3%,7.5%,22.6%,1.8%,-5.2%,-1.8,88,-0.4%,
COCC(=O)N/N=C(\C)CC(=O)NCc1ccco1,2.6%,-2.0%,0.7%,-4.9%,0.6%,0.7%,3.2%,-1.2,30,0.2%,
O=C(CSc1ccccc1)NCCc1ccccc1,13.8%,8.2%,-2.7%,30.5%,1.1%,-1.3%,0.4%,1.2,60,1.0%,
CCc1ccc(S(=O)(=O)NC(=S)NC2CCCCC2)cc1,-0.8%,0.6%,0.7%,1.3%,0.5%,1.5%,2.3%,-0.7,30,-0.9%,
CCC1CN(C(=O)NCc2cccc(OC)c2)c2ccccc2O1 (stereo unspecified),6.5%,8.9%,0.3%,-4.8%,-0.3%,1.8%,0.2%,0.6,95,0.5%[50 µM],
COc1cc(/C=C(\C#N)c2nc3ccc(C)cc3[nH]2)c([N+](=O)[O-])cc1OC,2.2%,4.1%,-24.7%,22.3%,-0.1%,-2.7%,2.6%,8.5,67,2.7%,
CCCCNC(=O)CCc1c(C)nc2c(c(C)nn2-c2ccccc2)c1C,-8.9%,8.1%,-10.2%,-2.1%,0.0%,-0.8%,7.9%,0.3,79,1.5%[50 µM],
CCN(CC)CCn1c(NC(=O)c2ccccc2O)nc2ccccc21,2.1%,20.1%,-3.9%,3.0%,-0.2%,-1.4%,-6.3%,2.2,53,4.6%,
Cc1cccc(C(=O)NC2CCN(S(=O)(=O)c3ccccc3F)CC2)c1,16.7%,0.5%,-0.4%,-1.9%,-0.1%,-0.4%,-0.5%,-0.5,49,0.8%,
N#Cc1cccc(S(=O)(=O)NCC(=O)NCCCc2ccccc2)c1,9.2%,10.5%,-3.2%,10.1%,-0.2%,-1.7%,1.1%,-2.3,56,-0.2%,
COc1ccc(NC(=O)CNC(=O)Cn2cnc3sc4c(c3c2=O)CCCC4)cc1OC,-10.5%,1.7%,0.0%,11.7%,0.1%,0.9%,-0.2%,-0.5,74,0.2%,
O=C(CN1C(=O)COc2ccccc21)NCCC1=CCCCC1,21.7%,10.7%,-2.8%,3.0%,-0.1%,1.8%,4.5%,1.4,40,1.9%,
Cc1ccc(C)n1-c1ccc(C(=O)N2CCOCC2)cc1,7.3%,-24.2%,7.5%,3.2%,-0.2%,-0.1%,-0.4%,0.3,62,-1.3%,
O=C(CC(=O)N/N=C/c1ccc(C(=O)O)cc1)NCCc1ccccc1,1.3%,-6.3%,x,11.1%,0.2%,1.2%,4.2%,-0.4,47,0.4%,
Cc1[nH]c2ccccc2c1C(C#N)(C#N)C1C(=O)c2ccccc2C1=O,-13.6%,-9.4%,57.7%,1.3%,-0.3%,-0.3%,-1.9%,18.5,54,0.0%,
CCOC(=O)c1cc2c(ccn2C)n1CC(=O)N1CCN(c2ccccc2)CC1,3.2%,3.3%,0.7%,-4.1%,0.1%,0.8%,-4.9%,-0.9,51,0.1%,
COc1cc(OC)cc(-c2nc3ccccc3c(=O)n2NC(=O)c2cccnc2Cl)c1,-1.7%,-1.0%,-2.7%,-0.8%,0.1%,-0.3%,1.3%,-1.9,66,-0.1%,
CCc1cc2c(N=Nc3c(O)[nH]c4ccccc34)ncnc2s1,1.7%,6.3%,1.9%,6.9%,20.6%,1.7%,0.8%,3.6,52,0.8%[50 µM],
CC(Sc1ccccc1)C(=O)NN=C1CCCCCC1 (stereo unspecified),10.9%,10.9%,1.6%,-2.8%,-0.4%,-1.4%,5.2%,1.1,44,-0.1%,
CC1(C)CC(CC(=O)Nc2ccccn2)C(=O)O1 (stereo unspecified),-2.1%,3.0%,-12.9%,13.4%,-0.2%,3.1%,-2.3%,1.8,92,2.9%,NS5 inhibitors pilot replicate=-2.0
O=C(/C=C/c1ccc(OCCCF)cc1)Nc1ccnc(-c2cccnc2)n1,-14.3%,u,u,0.7%,-0.3%,13.5%,7.6%,11.1,32,-0.1%,
Cc1nc2ccc(S(=O)(=O)NCC(=O)NCCN3CCCCC3C)cc2s1 (stereo unspecified),15.8%,1.6%,5.5%,3.3%,-0.1%,-1.4%,-3.4%,-1.8,43,0.0%,
CCn1cc([N+](=O)[O-])c(=O)c2cc(F)c(N3CCOCC3)cc21,3.0%,-12.5%,-1.3%,6.1%,0.0%,0.0%,1.1%,-0.7,47,0.0%,
COc1cccc(CC2(CO)CCCN(Cc3c(C)cc(C)cc3-n3cccn3)C2)c1 (stereo unspecified),-3.5%,9.4%,x,14.1%,0.1%,-0.4%,9.7%,4.1,53,3.1%,
COc1ccc(C2=NN(C(=O)CCC(=O)O)C(c3ccccc3OC)C2)cc1 (stereo unspecified),-9.5%,11.8%,7.7%,-3.0%,-0.3%,1.1%,-1.5%,1.1,56,-1.0%,
CCC(C)c1ccc(NS(=O)(=O)c2c(C)[nH]c(=O)[nH]c2=O)cc1 (stereo unspecified),-9.5%,6.4%,-4.1%,0.8%,-0.3%,-0.6%,4.3%,-1.4,86,-0.1%,
CCOC(=O)C(NC(C)=O)(OCc1ccccc1)C(F)(F)F (stereo unspecified),14.9%,-0.8%,7.2%,-7.8%,0.1%,-3.5%,0.6%,-0.5,64,3.1%,
CCOC(=O)c1cc2ccccc2n1CCN(CC)CC,3.7%,5.4%,-4.8%,12.8%,-0.1%,1.2%,2.5%,-1.6,45,5.1%,
CN(CCc1ccccn1)C(=O)Nc1cc(Cl)cc(Cl)c1,-0.6%,6.1%,-2.3%,5.7%,0.7%,0.0%,-1.4%,2.3,61,-1.4%,
CCC(=O)Nc1ccc2c(c1)nc(CCN1CCN(c3ccccn3)CC1)n2C,-11.4%,6.8%,-8.5%,9.9%,-0.2%,2.3%,-4.9%,-1.8,84,-1.1%[50 µM],
CCC(C)[C@H](NC(=O)Nc1ccc2c(c1)OCCO2)C(=O)OC (stereo partly specified),9.7%,5.9%,-1.6%,-8.0%,0.4%,0.2%,-5.0%,-1.2,28,-1.0%,
CCCCN=c1sc(C(=O)OC)cc(=O)n1CCCC,15.7%,1.0%,-4.0%,1.3%,0.2%,-1.9%,-2.2%,0.5,57,5.1%,
O=C(OCC(O)COC(=O)c1cccnc1)c1cccnc1,8.5%,16.6%,-3.9%,14.3%,0.0%,-1.0%,-2.6%,0.1,55,0.4%,

# Among those listed so far, 2 have a Cl atom.
SMILES,GPR35 arrestin U2OS,AID2073,NS5 inhibitors,GPR55 antagonists,GPR55 activation,HIV peptide binding,Siah-1 displacement,NTR1 agonist,NTR1 agonist cell count 20 µM,UTI89 phage lysis,others
COc1cc(OC)cc(-c2nc3ccccc3c(=O)n2NC(=O)c2cccnc2Cl)c1,-1.7%,-1.0%,-2.7%,-0.8%,0.1%,-0.3%,1.3%,-1.9,66,-0.1%,
CN(CCc1ccccn1)C(=O)Nc1cc(Cl)cc(Cl)c1,-0.6%,6.1%,-2.3%,5.7%,0.7%,0.0%,-1.4%,2.3,61,-1.4%,

# (listing goes on)
SMILES,GPR35 arrestin U2OS,AID2073,NS5 inhibitors,GPR55 antagonists,GPR55 activation,HIV peptide binding,Siah-1 displacement,NTR1 agonist,NTR1 agonist cell count 20 µM,UTI89 phage lysis,others
COc1ccc(NC(=O)CSc2nnc(C)n2C2CCCCC2)cc1,0.0%,-35.0%,-0.8%,7.8%,-0.2%,-1.4%,5.0%,-0.9,36,0.3%,
Cc1csc(NC(=O)c2cncc(Br)c2)n1,16.0%,-10.1%,-0.8%,2.6%,0.2%,-0.8%,-3.4%,1.7,37,-1.1%,
Cc1ccccc1S(=O)(=O)Cc1ccc(C(=O)NCc2ccco2)o1,10.8%,6.1%,-0.9%,6.1%,0.6%,1.5%,-0.1%,0.2,61,0.1%,
O=C(Nc1nc(-c2ccco2)c(-c2ccco2)s1)C1CCC1,-4.2%,58.1%,-3.3%,5.8%,-0.4%,63.8%*,90.4%,6.5,58,-1.0%[50 µM],
CC(C)N(CC(O)COc1ccc(CC(N)=O)cc1)CC(O)COc1ccc(CC(N)=O)cc1 (stereo unspecified),-0.9%,0.3%,-10.1%,5.0%,-0.1%,2.6%,4.0%,2.8,74,-0.9%[50 µM],
Cc1onc(-c2ccccc2Cl)c1C(=O)NC(=S)Nc1ccccc1C(N)=O,-5.4%,12.4%,1.3%,8.7%,0.2%,1.9%,6.3%,-0.3,39,0.2%,
COc1ccc(C2NC(=O)c3ccccc3O2)cc1OC (stereo unspecified),-16.8%,-5.8%,-6.9%,5.5%,0.2%,-0.5%,2.2%,0.7,46,0.1%[50 µM],
COc1ccc(NC(=O)C2=NNC(=O)CC2)cc1S(=O)(=O)N1CCCCC1,-7.4%,0.0%,-18.3%,13.7%,-0.1%,0.7%,1.1%,1.5,60,-0.2%,
